Large T inhibition – TAg ATPase/helicase activity blockers – biochemical (AID 1903); SV40 large T antigen ATPase/helicase inhibition assay; higher % means a stronger effect; inhibition, % at 20 µM, or IC50 in µM where a hit was titrated; 310,000 tested, 0.39% active; in the data active = a potency from the dose series; inconclusive = inhibition mostly from about 32% at the one dose, without a potency; inactive = the rest, 99 in 100 with inhibition below about 32%; also: strong numbers were not always called active
RSV antiviral HEp-2 – RSV antiviral activity via CPE protection, HEp-2 cells, primary 10 µM value included (AID 2391); HEp-2 cells, RSV-induced CPE inhibition; higher % means a stronger effect; 310,000 tested, 0.13% active; CPE inhibition, % at 10 µM, or IC50 in µM where a hit was titrated; in the data active = a potency from the dose series; inconclusive = CPE inhibition mostly from about 23% at the one dose, without a potency; inactive = the rest, 99 in 100 with CPE inhibition below about 21%; also: strong numbers were not always called active
MgcRacGAP inhibition – MgcRacGAP GTPase-activating activity inhibitors, confirmation, biochemical, ADP Hunter fluorescence. MgcRacGAP-stimulated Rac1 GTP hydrolysis, ADP Hunter fluorescence; higher % means a stronger effect; GST-tagged Rac1 F28L mutant substrate. one-dose inhibition, % at 30 µM; IC50 in µM for titrated hits. 340,000 tested, 0.6% active;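 active = first-screen hits whose inhibition reached a set limit at any dose in the follow-up dose series; inconclusive = inhibition above the set first-screen limit but never retested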;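 also: fluorescence reports GDP produced by GAP-driven GTP hydrolysis; strong numbers were not always called active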
NS5 inhibitors – flavivirus cap methylation enzyme inhibition – biochemical, confirmation dose response, primary screen (AID 588689); Dengue-2 NS5 methyltransferase capping enzyme assay, biochemical; higher % means a stronger effect; one-dose inhibition, % at 25 µM; IC50 in µM for titrated hits; 340,000 tested, 0.3% active; in the data active = a potency from the dose series; inconclusive = inhibition above about 29% without an active follow-up result
West Nile virus CPE – inhibition of WNV-induced cytopathic effect – cell-based, CPE readout (AID 1621); West Nile virus-infected cells, CPE inhibition; higher % means a stronger effect; one-dose CPE inhibition, % at 10 µM; IC50 in µM for titrated hits; 290,000 tested, 0.02% active; in the data active = a potency from the dose series; inconclusive = CPE inhibition mostly from about 3.7% at the one dose, without a potency; inactive = the rest, 99 in 100 with CPE inhibition below about 2.2%; also: strong numbers were not always called active
NTR1 ag – NTR1-driven beta-arrestin-GFP spot formation – imaging, U2OS cells, high content, primary screen (AID 493036) | P30989 | agonist mode | activation, % at 20 µM | 330,000 tested, 0.17% active;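 active = activation at or above 40% of the spot to cytoplasm intensity ratio, with at least 20 cells analyzed; inconclusive = wells under 20 cells, flagged as cytotoxic or low count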;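 also: 0% = DMSO without peptide and 100% = 100 nM NTR1 peptide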
Target sequence (P30989 whole entry, looked up): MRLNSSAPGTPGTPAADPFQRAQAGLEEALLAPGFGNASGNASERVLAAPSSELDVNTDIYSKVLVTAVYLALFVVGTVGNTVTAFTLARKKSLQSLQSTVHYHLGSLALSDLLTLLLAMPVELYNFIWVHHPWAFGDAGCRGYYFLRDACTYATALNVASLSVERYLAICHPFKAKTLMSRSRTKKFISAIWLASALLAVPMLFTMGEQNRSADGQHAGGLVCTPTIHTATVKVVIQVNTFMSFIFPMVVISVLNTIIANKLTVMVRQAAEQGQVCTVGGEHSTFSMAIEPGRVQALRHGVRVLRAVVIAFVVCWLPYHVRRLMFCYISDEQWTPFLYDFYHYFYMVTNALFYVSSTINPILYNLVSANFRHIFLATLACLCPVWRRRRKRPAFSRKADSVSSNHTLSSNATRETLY
T cell HTS – modulates CD8 T cell binding to vesicles. 330,000 tested, 0.068% active. 2C CD8+ T cell-vesicle binding, flow cytometry; hits give low values. calls only at 7 µM. AID 2052;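 active = response, share of CD8 T cells binding vesicles, and their 90th percentile fluorescence all below set limits, cut at about 80% in these data, passing the limit was not always enough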
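Test system: purified 2C TCR transgenic mouse naive CD8+ T cells. Probe or stimulus: QL9-peptide-loaded Drosophila micro-vesicles bearing Ld, ICAM-1 and B7-1. Incubation: binding step 1.5 h, 37 °C, antibody labelling 20 min, ice. Measured by: flow cytometry of vesicle-bound cells.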
PhoP inhibition – PhoP-dependent GFP reporter repression – Salmonella Typhimurium, primary screen (AID 1863) | 300,000 tested, 0.16% active | S. Typhimurium PhoP-regulated promoter GFP reporter, 4 h; higher % means a stronger effect | inhibition, % at 50 µM; hits with a dose series show IC50 in µM;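 active = inhibition over 29.93%, a cutoff 3 SD above the screen mean, later confirmed by dose response; inconclusive = inhibition over 29.93% but no dose response follow-up; inactive = inhibition at most 29.93% or unconfirmed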;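 also: 0% = low Mg2+ inducing control and 100% = high Mg2+ repressing control; strong numbers were not always called active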
K1F lysis inhibition – protection from phage-mediated lysis, alamar blue read-out – E. coli UTI89, K1F phage, bacterial capsule biogenesis inhibitors (AID 488966); E. coli UTI89 K1F phage lysis, alamar blue, 2 h; higher % means a stronger effect; one-dose inhibition, % at 100 µM; IC50 in µM for titrated hits; 340,000 tested, 0.02% active;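 active = phage lysis inhibition, versus mean bacterial control, above a set limit; inconclusive = no clear call, values can overlap the other calls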;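 also: capsule biogenesis inhibitors block K1F phage lysis so surviving cells raise fluorescence; higher fluorescence means more inhibition of phage lysis; actives were called in the ten point dose series up to 300 µM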
T cell HTS vesicle-bound % – also measured in T cell HTS; calls as there; double positive events, %; measured here: CD8+ vesicle-bound cell fraction;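 binding gate set so that unloaded-vesicle control wells show 10% double positive cells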
NTR1 ag cell count 20 µM – second read-out of NTR1 ag, no call of its own (marks repeat the call); cell count; measured here: cell count, cytotoxicity flag
NS5 inhibitors pilot replicate – also measured in NS5 inhibitors; calls as there; inhibition, %; measured here: pilot screen replicate inhibition
* hit, by the source's call; i = inactive; ? = inconclusive; nt = no result given; [ ] = remark or other dose.

SMILES	Large T inhibition	RSV antiviral HEp-2	MgcRacGAP inhibition	NS5 inhibitors	West Nile virus CPE	NTR1 ag	NTR1 ag cell count 20 µM	T cell HTS	T cell HTS vesicle-bound %	PhoP inhibition	K1F lysis inhibition	others
O=C(NCc1ccc2c(c1)OCO2)C1CCCN(S(=O)(=O)c2cccc3nonc23)C1 (centres undefined)	-6%	-0.6%	7%	13%	-0.2%	0.3	50	i	59	3%	0.1%
O=C(NCc1ccco1)c1cc([N+](=O)[O-])ccc1Cl	-4%	-1.0%	4%	-1%	-0.2%	1.3	55	i	48	-4%	0.6%
CCCc1cc(=O)[nH]c2nnc(SCC(=O)N3CC(C)OC(C)C3)n12 (centres undefined)	19%	-1.1%	6%	-7%	nt	-1.3	76	i	40	4%	0.8%[50 µM]
CCOc1ccccc1N1CCN(CC(=O)Nc2nnc(CC)s2)CC1	-3%	1.2%	8%	-9%	0.5%	-1.4	67	i	39	-4%	-0.5%
COc1cc(O)c(C(CCN2CCCCC2)c2ccc(N(C)C)cc2)c(OC)c1 (centres undefined)	15%	-0.7%	14%	3%	-0.2%	-2.3	84	i	43	3%	3.2%
COC(=O)C1=C(C)NC(=O)CC1c1cc(Br)ccc1F (centres undefined)	-9%	0.7%	1%	-7%	-0.3%	-1.7	52	i	28	-12%	0.9%
COc1ccc(S(=O)(=O)N(Cc2nc3ccccc3c(=O)[nH]2)C2CCCC2)cc1	7%	11%	2%	-7%	-0.5%	-0.6	53	i	46	-6%	1.2%
CCOc1cc(/C=N/Nc2ccc(C(=O)O)cc2)ccc1OC(=O)c1ccccc1C	19%	?	10%	11%	0.2%	5.1	68	i	58	-11%	-0.1%
O=C(CCn1c(=O)oc2ccccc21)Nc1cccc(Br)c1	16%	1.6%	8%	-6%	-1.1%	0.0	56	i	65	-6%	0.1%
O=C(CSc1nnc(CNc2ccccc2)o1)N1CCN(C(=O)c2ccco2)CC1	30%	-1.2%	3%	-1%	-0.3%	0.7	61	i	45	-5%	2.2%[50 µM]
Cc1ccc(C)c(NC(=O)COC(=O)c2ccc3c(c2)OCCO3)c1	nt	-0.9%	1%	3%	nt	-1.1	49	nt	nt	nt	0.2%[50 µM]
COc1ccc(NS(=O)(=O)c2cccc(C(=O)N3CCN(Cc4ccc5c(c4)OCO5)CC3)c2)cc1	20%	8.5%	5%	-7%	nt	1.5	58	i	56	-1%	0.2%[50 µM]
O=C(Nc1cnc2sc3c(n2c1=O)CCCC3)c1ccc(F)cc1	9%	3.5%	10%	9%	-0.1%	0.1	42	i	32	8%	0.2%
Cc1cc(C)n(-c2nnc(C)n2/N=C/c2cc(Br)ccc2OCc2ccccc2)n1	8%	4.2%	2%	-3%	-0.2%	4.1	59	i	1	16%	8.0%
O=C(CCS(=O)(=O)c1ccc(Cl)cc1)N1CCCc2ccccc21	19%	1.5%	2%	-8%	-0.5%	1.9	83	i	8	-2%	0.2%
CSc1ccccc1NC(=O)COc1ccc2c(c1)OCO2	nt	nt	4%	-8%	nt	-1.3	75	i	40	nt	0.6%[50 µM]
N#CCCN(C(=O)COC(=O)CNC(=O)c1cccs1)c1ccc(F)cc1	18%	-0.3%	4%	-4%	nt	1.6	58	i	33	1%	1.0%[50 µM]
CCCCN1C(=O)C(NC(C)=O)c2ccccc21 (centres undefined)	16%	0.9%	3%	-9%	0.2%	-1.1	90	i	52	-3%	1.2%
O=C(/C=C/c1ccco1)N(Cc1cccc(Br)c1)C1CCS(=O)(=O)C1 (centres undefined)	26%	0.7%	13%	-9%	0.0%	-0.1	33	i	26	-3%	0.3%
CCOP(=O)(O)c1ccccc1OCCOc1ccccc1P(=O)(O)OCC	14%	0.8%	-2%	-4%	-0.2%	0.0	52	i	31	-5%	1.2%
O=C(Nc1nnc(C2CC2)s1)c1ccc(Cl)c(S(=O)(=O)N2CCc3ccccc3C2)c1	12%	2.2%	5%	2%	-0.9%	9.1	80	i	30	-7%	3.1%[50 µM]
CC(C)N(C(=O)CSc1nc2ccccc2n1-c1ccccc1)C(C)C	-2%	-0.8%	3%	-1%	-0.4%	9.3	73	i	25	2%	1.0%
COC(=O)CN1C(=O)C(C)(C)Oc2ccc(C(=O)NC3CCCC3)cc21	18%	2.3%	5%	-5%	0.3%	14	44	i	18	-4%	0.2%
Cc1ccc(OCCn2cnc3c2c(=O)n(C)c(=O)n3C)cc1	7%	6.7%	-4%	-1%	0.0%	0.1	57	i	35	3%	0.3%
CCN1CCN(C(=S)c2ccc(SC)cc2)CC1	6%	1.3%	9%	-4%	-0.2%	2.1	73	i	41	2%	0.1%	NS5 inhibitors pilot replicate=4.5
Cc1ccc(NC(=O)c2cccs2)cc1NC(=O)c1ccco1	13%	2.6%	3%	-5%	-0.7%	-0.2	90	i	11	14%	0.1%
Brc1ccc(CN2CCN(Cc3c[nH]c4ccccc34)CC2)cc1	6%	9.1%	?	-1%	-1.5%	2.1	91	i	23	4%	0.1%
COc1cccc(OC)c1C(=O)Nc1c(C)n(C)n(-c2ccccc2)c1=O	9%	0.9%	5%	-6%	-0.1%	1.4	57	i	39	0%	1.6%[50 µM]
CCCc1cc(=O)oc2cc(OC(C)C(=O)NCC3CCC(C(=O)O)CC3)ccc12 (centres undefined)	4%	nt	0%	0%	-0.4%	-2.6	101	i	27	-1%	1.5%
Cc1cc(C)n2nc(C(=O)Nc3cccc(S(=O)(=O)N(C)c4ccccc4)c3)nc2n1	25%	8.7%	11%	-8%	-0.6%	1.1	73	i	42	nt	-0.1%
Cc1ccc(NS(=O)(=O)c2ccc3c(c2)NC(=O)C(C)C(=O)N3)cc1C (centres undefined)	3%	2.3%	-7%	1%	0.1%	-1.9	49	i	20	nt	-0.2%
O=C(CN1CCN(c2ccc(Cl)cc2)CC1)Nc1ccc(F)c(F)c1	1%	11%	6%	-6%	0.0%	1.5	47	i	31	-5%	0.2%
CC(O)c1nc(C(C)O)n(CC(=O)c2ccccc2)n1 (centres undefined)	8%	3.7%	2%	2%	nt	10	82	i	46	nt	-0.1%
COc1ccc(C)cc1S(=O)(=O)N(C)CC(=O)NC1CC1	10%	-1.0%	6%	0%	0.1%	-0.3	71	i	13	1%	0.2%
Cc1ccc(NC(=O)CCC(=O)NNC(=O)c2cccs2)c(C)c1	-8%	nt	13%	-4%	-0.6%	1.9	84	i	45	9%	2.1%
COc1ccc(C(=O)O/N=C(/c2cccs2)C(C)(C)C)cc1	6%	2.1%	13%	-13%	0.1%	2.0	70	i	32	2%	0.1%
CCOc1ccc(-n2nc3c(=S)[nH]nc(C)c3c2C)cc1	4%	3.3%	10%	-10%	0.3%	0.0	57	i	43	-10%	1.1%[50 µM]
CCOCCCNC(=O)C(NC(=O)Cc1cccs1)c1ccc(C)cc1 (centres undefined)	7%	0.0%	2%	-3%	-0.1%	-1.1	59	i	30	-4%	0.8%
Cc1cccc(NC(=O)CCCN=C2NS(=O)(=O)c3ccccc32)c1C	nt	-0.2%	-2%	1%	nt	0.1	56	i	39	nt	0.7%[50 µM]
Cc1cc(-c2csc(NC(=O)C3=COCCO3)n2)c(C)n1C	11%	2.0%	3%	-4%	nt	1.0	63	i	49	-1%	0.0%
COc1ccc(NC(=O)c2nnn(CC(=O)Nc3ccc4c(c3)OCO4)c2N)c(OC)c1	3%	2.2%	8%	0%	0.4%	-0.2	61	i	6	1%	0.0%
COc1cccc(S(=O)(=O)c2nc(C)c3c(n2)CCC3)c1	18%	1.6%	0%	-2%	-0.6%	-2.0	32	i	30	-12%	0.1%
CN(C(=O)CSc1nnc(-c2ccc(F)cc2)c2ccccc12)C1CCS(=O)(=O)C1 (centres undefined)	-7%	0.6%	5%	-8%	-1.4%	-1.6	65	i	30	8%	-0.4%
CC1(C)Cc2ccccc2C(N/N=C/c2ccc(Cl)cc2)=N1	7%	11%	0%	-5%	-1.2%	1.8	47	i	48	-8%	4.4%
CCCCNC(=S)Nc1ccc(Cl)cc1	20%	6.2%	8%	-8%	-0.6%	1.7	38	i	64	1%	2.4%
Cc1ccc(N(C)C(=O)N2CCN(S(=O)(=O)c3ccc(C)c(C)c3)CC2)cc1	5%	1.2%	5%	-6%	-1.0%	3.2	66	i	35	-8%	-2.9%
COc1cc(OC)c(/C=N/N2CCN(c3ccccc3OC)CC2)c(OC)c1	10%	12%	8%	1%	-0.5%	2.7	49	i	66	2%	1.3%
O=C(COc1cccnc1[N+](=O)[O-])NCc1ccccc1	1%	-0.5%	5%	-4%	0.0%	1.7	92	i	17	12%	0.3%
CCc1cc2c(=O)nc3n(c2s1)Cc1ccccc1/C3=C(/O)c1ccc(F)cc1	17%	9.8%	-11%	10%	nt	2.5	51	i	0	-11%	-0.6%
O=C(Nc1ccccc1OC(=O)c1ccc(Cl)cc1)c1ccc(Cl)cc1	23%	2.5%	6%	-3%	-0.8%	4.6	52	i	42	-12%	2.3%[50 µM]
CCNS(=O)(=O)c1ccc2c(c1)NCC2	3%	1.1%	7%	1%	1.2%	1.0	39	i	41	12%	5.8%
C=CCNCc1ccccc1[N+](=O)[O-]	15%	-2.5%	12%	-6%	nt	-3.0	104	i	32	-3%	1.3%
O=C(Nc1ccccc1[N+](=O)[O-])c1cc(S(=O)(=O)N2CCOCC2)cs1	19%	0.1%	1%	-4%	?	-0.4	68	i	12	1%	0.1%
CCc1c(C)sc(NC(=O)C2CCCO2)c1C#N (centres undefined)	10%	0.3%	6%	2%	-0.3%	3.6	79	i	32	-7%	-0.3%
N#Cc1ccc(C(=O)Nc2cc(S(=O)(=O)N3CCCC3)ccc2OCC(F)(F)F)cc1	8%	0.7%	6%	1%	-1.1%	1.5	51	i	5	-14%	-0.1%

Molecules listed so far with a COOH group (2):
SMILES	Large T inhibition	RSV antiviral HEp-2	MgcRacGAP inhibition	NS5 inhibitors	West Nile virus CPE	NTR1 ag	NTR1 ag cell count 20 µM	T cell HTS	T cell HTS vesicle-bound %	PhoP inhibition	K1F lysis inhibition	others
CCOc1cc(/C=N/Nc2ccc(C(=O)O)cc2)ccc1OC(=O)c1ccccc1C	19%	?	10%	11%	0.2%	5.1	68	i	58	-11%	-0.1%
CCCc1cc(=O)oc2cc(OC(C)C(=O)NCC3CCC(C(=O)O)CC3)ccc12 (centres undefined)	4%	nt	0%	0%	-0.4%	-2.6	101	i	27	-1%	1.5%

High-throughput results: PubChem, several laboratories
